High-throughput results as filed in PubChem BioAssay.
GIRK2 act: activators of NPY4-receptor-primed GIRK2 channels, summary, cell-based, HEK293, thallium flux. HEK293 GIRK2/NPY4 cells, thallium flux fluorescence. activation (% efficacy), % for hits at 37.5 µM. 34,000 tested, under 10 active;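 active = primary screen hit, no activity in plain HEK293 cells, and in GIRK2-only cells above 5% efficacy rising with concentration; inactive = the rest, including fluorescent compounds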;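 note: efficacy is normalized control-subtracted fluorescence 15 s after thallium addition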
Target sequence (P48051 whole entry, looked up): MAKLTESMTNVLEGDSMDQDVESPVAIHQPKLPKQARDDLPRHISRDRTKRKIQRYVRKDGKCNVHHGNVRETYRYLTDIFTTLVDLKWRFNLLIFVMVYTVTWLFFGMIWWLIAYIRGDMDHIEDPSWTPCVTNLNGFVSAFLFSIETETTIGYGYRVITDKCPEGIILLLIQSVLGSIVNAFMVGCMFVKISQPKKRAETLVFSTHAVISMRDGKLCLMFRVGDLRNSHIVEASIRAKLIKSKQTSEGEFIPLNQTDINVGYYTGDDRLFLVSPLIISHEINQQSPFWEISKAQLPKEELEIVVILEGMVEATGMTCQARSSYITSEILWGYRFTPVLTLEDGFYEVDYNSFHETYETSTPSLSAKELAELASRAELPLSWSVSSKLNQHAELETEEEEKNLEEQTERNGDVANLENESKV
Calls only; i = inactive. Some of the compounds tested; the hit share may differ from the screen's.

structure | GIRK2 act
CC(C)S(=O)(=O)c1ccc(CC(=O)N2CCC(c3nnc(-c4ccco4)s3)CC2)cc1 | i
Cc1cc(CN2CCC(CNC(=O)C(=O)Nc3ccccc3F)CC2)c(C)o1 | i
CCOc1ccc(NC(=O)C(=O)NCc2cccs2)cc1 | i
Cc1ccc(N2CC(C(=O)N3CCN(c4ccc(-c5ccncc5)nn4)CC3)CC2=O)cc1C (configuration not stated) | i
COc1ccc(-c2nc(S(=O)(=O)c3ccccc3)c(N3CCN(C)CC3)o2)cc1 | i
O=C(O)c1ccc(N2CCOCC2)cc1 | i
COc1ccc(Cl)cc1NC(=O)NCC1CCN(C(=O)Oc2ccccc2)CC1 | i
COc1cc2c(cc1OC)CN(C(=O)Cc1c(C)[nH]c(=O)[nH]c1=O)CC2 | i
O=C(COc1ccccc1)Nn1cnc2c(cnn2-c2ccccc2)c1=O | i
CC(C)N1CCc2c(sc(NC(=O)c3ccn(C)n3)c2C(N)=O)C1 | i

The final 2 entries of the section before come first, to join the parts.
structure | GIRK2 act
O=C(COc1ccccc1)Nn1cnc2c(cnn2-c2ccccc2)c1=O | i
CC(C)N1CCc2c(sc(NC(=O)c3ccn(C)n3)c2C(N)=O)C1 | i
CCNC(=O)C(=O)NCc1ccsc1 | i
O=C(Nc1ccc(F)c(F)c1)c1ccc(S(=O)(=O)NCc2cccnc2)o1 | i
O=C(NCCC1=CCCCC1)C(=O)NCCC(O)c1cccs1 (configuration not stated) | i
Cn1nc(C(=O)N2CCCC(c3nn(C)c(=O)n3-c3ccccc3)C2)ccc1=O (configuration not stated) | i
COc1ccc(S(=O)(=O)CCC(=O)Nc2ccc(S(N)(=O)=O)cc2)cc1 | i
CNC(=O)CSc1nc(-c2ccccc2)c(NC(=O)c2c(F)cccc2F)s1 | i
Cc1noc(C)c1CCC(=O)N1CCN(c2ccc(-c3ccco3)nn2)CC1 | i
O=C(c1ccccc1C(F)(F)F)N1CCC(Cn2cccn2)CC1 | i
COC(=O)c1ccc(NC(=O)Cc2csc(NC(=O)c3ccc[nH]c3=O)n2)cc1 | i
CCCn1c(=O)c2ccc(C(=O)NC3CCCCC3)cc2n2c(SCC#N)nnc12 | i
Cc1ccccc1-c1ccc(N2CCC(C(=O)Nc3ccccc3-c3ccccc3)CC2)nn1 | i
CSc1ncccc1C(=O)N1CCC(CNC(=O)/C=C/c2ccco2)CC1 | i
Cc1c(C(=O)NC2CCCC2)c(C(F)(F)F)nn1C1CCN(C(C)C)CC1 | i
CC1CN(c2ncnc3c2cnn3CCNC(=O)c2c(F)cccc2Cl)CC(C)O1 (configuration not stated) | i
COc1ccccc1NC(=O)COc1ccc(-c2nnc(C)o2)cc1 | i
COc1ccccc1CCNC(=O)C1CCCN(c2cc(-n3nc(C)cc3C)ncn2)C1 (configuration not stated) | i
CC1(C)OCC2(CO1)CSC2 | i
Cc1ccc(-c2noc(-c3cn(CC(=O)NCc4cccs4)c4nc(C)ccc4c3=O)n2)cc1 | i
Cc1ccc(CNC(=O)Cn2cnc(C(C)C)cc2=O)cc1 | i
COc1ccccc1CCNC(=O)C(=O)NCC1COC2(CCCCC2)O1 (configuration not stated) | i

In a second layout: results already given
canonical_smiles: CC1CN(c2ncnc3c2cnn3CCNC(=O)c2c(F)cccc2Cl)CC(C)O1 (configuration not stated)
  GIRK2 act = i

canonical_smiles: CSc1ncccc1C(=O)N1CCC(CNC(=O)/C=C/c2ccco2)CC1
  GIRK2 act = i

Additional records follow:
structure | GIRK2 act
CCc1cccc2sc(N(CCN3CCOCC3)C(=O)c3cc(C)nn3CC)nc12 | i
COc1cccc(C(CNC(=O)c2cccc(Cl)c2)N2CCOCC2)c1 (configuration not stated) | i
O=C(Nc1cccc(N2CCCC2=O)c1)c1ccc(Br)o1 | i
COc1ccc(Cl)cc1NC(=O)NCCCn1nc(-c2ccc(C)cc2)ccc1=O | i
CCCNC(=O)C(=O)Nc1ccc2c(c1)OCCO2 | i
O=C(Nc1cc(-c2cccs2)nn1CCO)C1CCC1 | i
COc1ccc(-c2csc(NC(=O)C3CCN(S(C)(=O)=O)CC3)n2)cc1 | i
COc1ccc(-c2noc(Cn3ccn4nc(-c5ccc(Cl)cc5)cc4c3=O)n2)c(OC)c1 | i
CCCN1C(=O)NC2(CCN(C(=O)Nc3ccc(Cl)cc3)CC2)C1=O | i
Cn1cccc1C(O)CNC(=O)C(=O)Nc1ccccc1 (configuration not stated) | i
CN(C)C(=O)Cc1ccc(NC(=O)Nc2ccc(Cl)c(Cl)c2)cc1 | i
CN1C(=O)c2cccc(NC(=O)C3CCCN(S(C)(=O)=O)C3)c2C1=O (configuration not stated) | i
CCOc1cc(C(=O)N2CCC(c3cccs3)CC2)cc(OCC)c1OCC | i
Cc1cc(=O)[nH]c(-n2nc(C)c(CCC(=O)Nc3cccc(Cl)c3C)c2C)n1 | i
Cc1nc2sccn2c(=O)c1NC(=O)NCc1ccccc1 | i
COc1ccc(C2(CNC(=O)NCc3ccccc3)CCCC2)cc1 | i
Cc1cc(NC(=O)c2ccc(OC(C)C)cc2)n(C(C)C)n1 | i
O=S(=O)(NCCCN1CCOC(c2ccccc2)C1)c1ccc2c(c1)OCCO2 (configuration not stated) | i
Cn1nc(C(=O)NCCn2nc(-n3cccn3)ccc2=O)ccc1=O | i
CC(C)(C)NC(=O)C(=O)NCC1CCN(C2CCCC2)CC1 | i
CC(C)CN(CC(C)C)C(=O)c1cc2cccnc2n(Cc2ccc(F)cc2)c1=O | i
COc1ccc(C)cc1S(=O)(=O)NCCCn1nc(-c2ccco2)ccc1=O | i
Cc1c(C(=O)NCc2cccnc2)nnn1-c1ccccc1 | i
CC(Oc1ccc2c(c1)OCO2)C(=O)N1CCN(c2ccc3nnc(C4CC4)n3n2)CC1 (configuration not stated) | i
O=C(CN1CCN(c2ccc3c(c2)OCCO3)C1=O)Nc1nc2c(s1)CCCC2 | i
NC(=O)CSc1nc(-c2ccccc2)c(NC(=O)c2ccccc2)s1 | i
COc1ccc(N(Cc2cccc(Cl)c2)S(=O)(=O)c2ccc3nncn3c2)cc1 | i
CCc1ccc(S(=O)(=O)Nc2cccc(N3CCCCC3=O)c2)s1 | i
COc1cccc(-c2cc(C(=O)N3CCC(c4nnc(-c5ccco5)s4)CC3)[nH]n2)c1 | i
O=C(CCc1ccccc1)NCCS(=O)(=O)N1CCN(Cc2ccccc2)CC1 | i
COc1ccc(S(=O)(=O)CC(=O)Nc2sc3c(c2C#N)CCCCC3)cc1 | i
O=C(NCC1COC2(CCCCC2)O1)NC1CCCCC1 (configuration not stated) | i
CCCCOc1ccc(C(=O)NCCn2nc(-n3nc(C)cc3C)ccc2=O)cc1 | i
CCOC(=O)c1cc2n(n1)CCCO2 | i
CCOC(=O)Cc1csc(NC(=O)Cn2cnc(-c3ccccc3)cc2=O)n1 | i
Cn1ccnc1N1CCN(C(=O)c2ccccc2F)CC1 | i
Cc1noc(C2CN(C(=O)c3cc(-c4cccs4)[nH]n3)C2)n1 | i
O=C(NCCS(=O)(=O)N1CCN(c2ccccn2)CC1)c1ccc[nH]c1=O | i
O=C(CCc1ccccc1)Nc1ccc(Nc2cc(-n3ccnc3)ncn2)cc1 | i
O=C(NCCS(=O)(=O)N1CCN(c2ncccn2)CC1)c1ccc(F)cc1F | i
Cc1ccc(NC(=O)Cn2ccc3ccn(Cc4ccccc4F)c3c2=O)c(C)c1 | i
COc1cccc(OC)c1C(=O)Oc1ccc(Cl)cc1C | i
CCOc1ccccc1C(=O)NCCOc1ccc2nnc(-c3ccc(OC)cc3)n2n1 | i
CCCS(=O)(=O)N1CCN(c2ccc3nnc(CC)n3n2)CC1 | i
Cc1ccc(NC(=O)CN2CCN(c3nccn3-c3cccc(Cl)c3)CC2)c(C)c1 | i
O=C(NCC(O)c1ccc(C(F)(F)F)cc1)c1ccc(-c2ccccc2)cc1 (configuration not stated) | i
CN1CC(NC(=O)c2ccc3nsnc3c2)CC1=O (configuration not stated) | i
O=C(Nc1ccccc1F)N1CCN(c2ccc(-c3ccco3)nn2)CC1 | i
COc1cccc(OCC(=O)Nc2sc(SCC(N)=O)nc2-c2ccccc2)c1 | i
O=C(c1cc2ccccc2o1)N1CCC(c2nnc(-c3ccco3)s2)CC1 | i

Quoted at random: two entries already listed
structure | GIRK2 act
O=C(Nc1ccccc1F)N1CCN(c2ccc(-c3ccco3)nn2)CC1 | i
O=C(c1cc2ccccc2o1)N1CCC(c2nnc(-c3ccco3)s2)CC1 | i

New compounds follow.
structure | GIRK2 act
COc1ccc(C(=O)Nc2ccc(N3CCCCC3=O)cc2)cc1OC | i
COc1ccc(C(=O)Nc2ccc3c(c2)N(C(=O)C2CC2)CCC3)cc1OC | i
CS(=O)(=O)N1CCC(C(=O)Nc2nnc(-c3ccco3)o2)CC1 | i
O=C(NCCOc1ccc2nnc(-c3cccc(F)c3)n2n1)c1cc(-c2ccco2)on1 | i
CN(C)C(=O)Cc1ccc(NS(=O)(=O)c2cc(F)ccc2F)cc1 | i
O=C(CCSc1ccccc1)Nc1ccc2c(c1)CCCN2C(=O)c1ccccc1 | i
CCOc1cc(C(=O)Nc2c3c(nn2C)CCC3)cc(OCC)c1OCC | i
Cc1nc(C)c(CC(=O)NCc2ccco2)s1 | i
Cc1ccccc1C(=O)NCC#CCN1CCc2ccccc2C1 | i
COc1ccc(OC)c(NC(=O)Cn2c(C)nc3c(sc4ccccc43)c2=O)c1 | i
CNc1nn(CC(=O)Nc2cc(C)ccc2OC)c(N)c1-c1nc(-c2ccccc2C)no1 | i
CC(C)(C)C(O)CCNC(=O)C(=O)NC1CC1 (configuration not stated) | i
Cc1cc(NC(=O)c2ccc(S(=O)(=O)N(C)C3CCCCC3)cc2)n(C(C)C)n1 | i
COc1ccc(-c2ccc(N3CCN(C(=O)c4ccc(C)c(C)c4)CC3)nn2)cc1OC | i
COc1ccc(Nc2nc3c(c(=O)n(C)c(=O)n3C)n2CC(=O)O)cc1Cl | i
CSCCn1c(=NC(=O)c2ccnn2C)sc2cc(C)ccc21 | i
Cc1nnc(C2CCN(C(=O)c3ccsc3)CC2)s1 | i
O=C(CCc1csc(NC(=O)c2ccc[nH]c2=O)n1)NCc1ccc2c(c1)OCO2 | i
Cc1ccc(Nc2ccc(NC(=O)c3ccco3)cc2)nn1 | i
CCOC(=O)N1CCN(C(=O)c2csc(Nc3cccc(Cl)c3)n2)CC1 | i
O=C(CS(=O)(=O)c1ccc(Cl)s1)NCc1ccc(F)cc1 | i
Cn1cccc1C(CNS(=O)(=O)c1ccccc1Cl)N1CCOCC1 (configuration not stated) | i
COc1ccc(Cl)cc1N1CC(c2nc3ccccc3n2CC(=O)N2CCCCC2)CC1=O (configuration not stated) | i
COc1ccc(-c2ccc(=O)n(CCCC(=O)Nc3ccc(C)c(Cl)c3)n2)cc1OC | i
COc1ccc(-n2nnc(C(=O)NC3CCCC3)c2C)cc1Cl | i
O=C(Nc1nnc(-c2ccc(Br)s2)o1)c1cccs1 | i
Cc1cc(-c2nnc(SCC(=O)N3CCC(c4nc5ccccc5o4)CC3)o2)c(C)o1 | i
O=C(Nc1nnc(Cc2ccc(Cl)s2)o1)c1cc2ccccc2oc1=O | i
CCOc1ccc(OCC(=O)N2c3ccccc3CC2C(=O)NC)cc1 (configuration not stated) | i
CC(C(=O)NCc1nc(-c2ccccc2)no1)n1nnc2ccccc2c1=O (configuration not stated) | i
O=C(CSc1nccn(-c2ccc(F)cc2)c1=O)c1ccc(Cl)cc1 | i
O=C(CCC1CCCCC1)N1CCC2(CC1)NC(=O)N(CCOc1ccccc1)C2=O | i
Cc1cc(Nc2ccc(C(N)=O)cc2)nc(-n2nc(C)cc2C)n1 | i
COc1ccccc1CCNC(=O)Cn1nc(C(=O)N2CCOCC2)cc1C | i
CC(C)Oc1ccc(C2C(C(=O)c3ccco3)=C(O)C(=O)N2CCCN(C)C)cc1 (configuration not stated) | i
O=C(NCCCc1ccccc1)Nc1ccc(Cl)c(N2CCCS2(=O)=O)c1 | i
CC(O)(CNC(=O)C(=O)Nc1ccc(F)c(Cl)c1)c1ccccc1 (configuration not stated) | i
CC1CCN(S(=O)(=O)c2ccc(-c3nc(C#N)c(N4CCC(C(N)=O)CC4)o3)cc2)CC1 | i
CCCN(CCC)C(=O)Cn1c(C2CC(=O)N(c3cccc(C)c3)C2)nc2ccccc21 (configuration not stated) | i
Cc1ccc(S(=O)(=O)N2CCC(C(=O)Nc3sc4c(c3C#N)CCC(C)C4)CC2)cc1 (configuration not stated) | i
COc1ccccc1CCNC(=O)Cc1cc(-c2ccco2)on1 | i
Cc1sc(NC(=O)c2ccc(S(=O)(=O)C(C)C)cc2)c(C#N)c1C | i
O=C(NCCc1ccc(Cl)cc1)c1csc(NS(=O)(=O)c2cccs2)n1 | i
COc1ccc2c(=O)c(-c3ccccc3OC)coc2c1 | i
NC(=O)c1ccc(NC(=O)Cc2csc(NC(=O)c3ccc[nH]c3=O)n2)cc1 | i
CCCCS(=O)(=O)N1CCC(Cn2cnc3ccccc32)CC1 | i
Nc1nc(SCC(=O)Nc2ccccc2)ncc1S(=O)(=O)c1cccs1 | i
CC(C)n1nccc1-c1nnc(NC(=O)C2CC(=O)N(c3ccc(F)cc3)C2)o1 (configuration not stated) | i
CN1CCN(CC(O)COC2CCCC2)CC1 (configuration not stated) | i
Cc1nc(-n2cccc2)sc1C(=O)NC1CCN(C(=O)OC(C)(C)C)CC1 | i
CC1(C)C2CCC1(C)C(OCC(O)CN1CCc3ccccc3C1)C2 (configuration not stated) | i
Cc1ccc(NC(=O)CSc2ncc(S(=O)(=O)c3ccc(Cl)s3)c(N)n2)cc1F | i
